Source: PubChem
BAP1 inh: inhibitors of BAP1 deubiquitinase, primary screen, biochemical, Ub-AMC fluorescence, kinetic; Ubiquitin carboxyl-terminal hydrolase BAP1 (Homo sapiens), Q92560; recombinant BAP1, Ub-AMC hydrolysis fluorescence kinetic; hits give low values; activity remaining (% of control), % at 20 µM; 72,000 tested, 0.48% active;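 active means activity remaining at or below 50% of control, provided the compound also passes the data quality filters; inactive means the rest, including low values that fail the filters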;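 further: 100% = DMSO wells rate and 0% = substrate alone blank rate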
Target sequence (Q92560 whole entry, looked up): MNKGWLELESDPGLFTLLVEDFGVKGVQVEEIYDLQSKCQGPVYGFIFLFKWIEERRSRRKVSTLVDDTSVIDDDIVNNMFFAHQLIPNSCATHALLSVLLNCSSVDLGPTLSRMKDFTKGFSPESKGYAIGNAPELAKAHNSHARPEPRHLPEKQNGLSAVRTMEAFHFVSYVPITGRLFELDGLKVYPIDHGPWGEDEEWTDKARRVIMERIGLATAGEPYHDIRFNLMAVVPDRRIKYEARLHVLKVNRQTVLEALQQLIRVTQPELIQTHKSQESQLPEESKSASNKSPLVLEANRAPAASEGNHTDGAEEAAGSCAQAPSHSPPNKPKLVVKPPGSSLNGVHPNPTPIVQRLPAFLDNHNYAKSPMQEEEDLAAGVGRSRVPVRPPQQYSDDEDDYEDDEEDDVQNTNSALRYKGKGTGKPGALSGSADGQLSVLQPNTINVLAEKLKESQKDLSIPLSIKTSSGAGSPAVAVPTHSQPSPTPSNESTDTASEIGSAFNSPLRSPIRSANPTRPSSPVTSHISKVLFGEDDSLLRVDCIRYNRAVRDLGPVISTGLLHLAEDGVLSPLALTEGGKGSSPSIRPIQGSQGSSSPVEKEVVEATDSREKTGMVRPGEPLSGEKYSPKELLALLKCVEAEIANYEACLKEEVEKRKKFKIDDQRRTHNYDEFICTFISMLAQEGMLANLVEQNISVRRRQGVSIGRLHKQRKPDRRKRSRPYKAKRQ
HePTP inh: inhibitors of human HePTP phosphatase, primary screen, biochemical, absorbance, leukemia target; Tyrosine-protein phosphatase non-receptor type 7 (Homo sapiens), P35236; recombinant HePTP phosphatase activity, OD absorbance; 110,000 tested, 0.64% active; inhibition, % at 20 µM; in the data active means inhibition above about 50%;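 further: plate controls were vehicle for no effect and reference inhibitor for full effect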
* = called active by the depositor; nt = no result given; & = joins results of further samples.

No.	SMILES	BAP1 inh	HePTP inh
1	Cc1c(N=Cc2ccc3c4c(cccc24)CC3)c(=O)n(-c2ccccc2)n1C	nt	-1
2	COc1ccc(CCCc2nnc(SCC(=O)Nc3nc(C)cs3)n2C)cc1C	106	11
3	CCCC(C(=O)OCCN(CC)CC)(c1ccccc1)c1ccccc1	95	nt
4	Cc1cc(OCC(=O)NCc2ccc(Cl)cc2)ccc1Br	nt	7
5	O=C(N/N=C/c1ccccc1O)c1n[nH]c2c1CCC2	nt	-3
6	CCOc1ccc(NS(=O)(=O)c2ccc(Br)cc2)cc1	nt	6
7	CC1CCN(c2nc3ccc(C(=O)O)cc3s2)CC1	89	6
8	O=C(NCCO)c1ccc(Cl)c(Cl)c1	92	4
9	O=C(CCn1c(=O)oc2ccccc21)N1CCN(c2ccc(F)cc2)CC1	74	-3
10	Cc1ccc(NC2=NC(c3ccco3)n3c(nc(C)cc3=O)N2)c(C)c1 (stereo not drawn)	98	-4
11	CC(=O)N1CN(C2CCCC2)Cc2c1sc1c2CCCC1	95	-4
12	CCOc1ccc2nc(SCC)[nH]c2c1	nt	1
13	O=C(CSc1nc2sc3c(c2c(=O)n1-c1ccccc1)CCCC3)NCc1ccco1	95	0
14	COc1ccc(C2CC(c3ccc(Cl)cc3)Nc3nc(NC(=O)c4ccco4)nn32)cc1 (stereo not drawn)	81	9
15	O=S(=O)(c1cccs1)N1CCN(Cc2ccccc2)CC1	82	4&3
16	CCCC(=O)Nc1ccc2oc(-c3cc(Br)ccc3Cl)nc2c1	nt	7
17	CC(=O)CCc1c(C)c2ccccc2[nH]c1=S	nt	-16
18	O=C(CN1CCN(c2ccccn2)CC1)N(c1ccccc1)c1ccc2ccccc2c1	nt	-17
19	CCn1c2ccccc2c2cc(CN3CCN(Cc4ccccc4OC)CC3)ccc21	nt	5
20	CC1(C)Cc2c(C#N)c(N3CCOCC3)nc(-c3ccccc3)c2CO1	nt	8
21	CC(C)CN1C(=O)/C(=C/c2cn(-c3ccccc3)nc2-c2cccs2)SC1=S	nt	6
22	O=C(NCc1cccnc1)c1cnn2ccccc12	100	0
23	Cc1noc(-c2ccccc2OC(=O)c2ccccc2)n1	97	0
24	Cc1nn(C)c(C)c1S(=O)(=O)N(CC(=O)Nc1ccccn1)c1ccc(C(C)C)cc1	96	-11
25	CCC(=O)c1ccc(N2CCCCCC2)c(F)c1	82	2&-3

More results
No.	SMILES	BAP1 inh	HePTP inh
26	COc1ccc(C(=O)N/C(=C\c2cccc([N+](=O)[O-])c2)C(=O)NCC2CCCO2)cc1 (stereo not drawn)	nt	9
27	COc1ccc2nc(NC(=O)c3sc4cc([N+](=O)[O-])ccc4c3Cl)sc2c1	nt	-11
28	CCc1nc2n[nH]c(N)c2c2c1CCCC2	86	0
29	O=CN1CCN(C(=O)c2ccccc2F)CC1	86	2
30	O=C(NC12CC3CC(CC(C3)C1)C2)c1cnccn1	86	4
31	O=C(Nc1ccccc1F)c1ccccc1	nt	-16
32	O=C(Nc1c2c(nn1-c1ccc(F)cc1)CSC2)c1ccc(S(=O)(=O)N2CCOCC2)cc1	60	3
33	COc1cccc(C2/C(=C(\O)c3ccccc3)C(=O)C(=O)N2c2cccnc2)c1 (stereo not drawn)	nt	-2
34	CCOC(=O)c1sc(NC(=O)CSc2nnc(-c3ccc(OC)cc3)n2CCOC)nc1C	83	4
35	CC(C)C1(C)C(=O)N=C2c3ccccc3C(=O)N21 (stereo not drawn)	97	9
36	CCCCOCCCNS(=O)(=O)Cc1ccccc1	99	5
37	COc1ccccc1OCc1nc(C#N)c(N2CC(C)CC(C)C2)o1 (stereo not drawn)	101	8
38	COc1ccc(-n2c(O)c(C=Nc3cccc(Cl)c3)c(=O)[nH]c2=O)cc1	nt	-28
39	CC(=O)Nc1nc2ccc(-c3nc4ccccc4o3)cc2s1	243	-8
40	CC(NC(=O)c1ccc([N+](=O)[O-])cc1)C1C2CC3CC(C2)CC1C3 (stereo not drawn)	nt	5
41	Cc1cc(C)c(C(=O)/C=C/c2cccc([N+](=O)[O-])c2)cc1C	nt	-9
42	CCCCC(=O)Nc1ccc(NC(=O)C2CC2)nc1	113	2
43	CCC(=O)Nc1cc2nn(-c3ccccc3)nc2cc1Cl	100	-3
44	Cc1cc(C)n(Cc2ccc(F)cc2)c(=O)c1C#N	78	-12
45	Cn1ccnc1SCC(=O)c1ccc(O)c(O)c1	nt	0
46	O=C(Nc1ccc([N+](=O)[O-])cn1)C1CC1c1ccccc1 (stereo not drawn)	nt	13
47	CCC(C)NC(=O)CSC1=Nc2ccccc2C2=NC(CC(=O)NCc3ccc(F)cc3)C(=O)N12 (stereo not drawn)	nt	-1
48	N#Cc1nc(N2CCCCC2)nc(N2CCOCC2)n1	71	-11
49	Cc1cc(/C=N/NC(N)=S)c(C)n1-c1cccc([N+](=O)[O-])c1	nt	-6
50	CCSCc1nnc(SCC(=O)c2ccc(OC)cc2)n1C	121	-10

Values by screen from above.
Entries 23–28 in BAP1 inh: 97, 96, 82, nt, nt, 86
Entries 23–28 in HePTP inh: 0, -11, 2&-3, 9, -11, 0

Molecules shown so far containing a thiophene ring, fused or not (five):
No.	SMILES	BAP1 inh	HePTP inh
11	CC(=O)N1CN(C2CCCC2)Cc2c1sc1c2CCCC1	95	-4
13	O=C(CSc1nc2sc3c(c2c(=O)n1-c1ccccc1)CCCC3)NCc1ccco1	95	0
15	O=S(=O)(c1cccs1)N1CCN(Cc2ccccc2)CC1	82	4&3
21	CC(C)CN1C(=O)/C(=C/c2cn(-c3ccccc3)nc2-c2cccs2)SC1=S	nt	6
27	COc1ccc2nc(NC(=O)c3sc4cc([N+](=O)[O-])ccc4c3Cl)sc2c1	nt	-11

Following part:
No.	SMILES	BAP1 inh	HePTP inh
51	CC(C)c1ccc(NC(=O)C(=O)NCC2CCNCC2)cc1	nt	8
52	Cc1cc(OCC(=O)Nc2sc3c(c2C(N)=O)CCC(C)C3)ccc1Cl (stereo not drawn)	140	11
53	O=C1c2oc3ccccc3c(=O)c2C(c2ccc(Br)cc2)N1c1ncccn1 (stereo not drawn)	77	6
54	O=C(NCCN1C(=O)CSC1=O)C1CC(=O)N(c2ccccc2)C1 (stereo not drawn)	58	1
55	O=C1C2C3C=CC(O3)C2C(=O)N1c1ccccc1[N+](=O)[O-] (stereo not drawn)	62	nt
56	CCN(C(=O)Cc1cccs1)c1nnc(-c2cccnc2)s1	101	3
57	CC(=O)NC1=NN(C(C)=O)C(C)(CCS(=O)(=O)c2ccc(Br)cc2)S1 (stereo not drawn)	nt	5
58	CCc1noc(-c2[nH]c3ccccc3c2C(=O)C(=O)N(C)C)c1C	nt	8
59	CC(CCN(C)C)OC(=O)c1ccc(C(C)c2ccccc2)o1 (stereo not drawn)	109	7
60	O=S(=O)(c1ccc(C=Cc2ccc(Cl)cc2)cc1)N1CCCC1	301	nt
61	COc1ccc(CCNC(=O)c2[nH]c(C)c(C(C)=O)c2C)cc1OC	99	6
62	CCC(=O)N1CCc2cc(S(=O)(=O)CCC(=O)Nc3cccc(F)c3)ccc21	94	2
63	CC12CC(c3ccccc3O1)N(C(=O)c1ccco1)C(=O)N2c1ccccc1 (stereo not drawn)	97	1
64	c1ccn2cc(CSC3=NCCS3)nc2c1	113	6
65	CCOC(=O)c1cnn(-c2cc(C)c3ccccc3n2)c1N	74	5
66	N#CC1=C(N)Oc2c(sc3ccccc23)C1c1ccc(Br)o1 (stereo not drawn)	nt	-12
67	COc1ccc(C(CNC(=O)C2CC(=O)N(Cc3ccc(C)cc3)C2)N(C)C)cc1 (stereo not drawn)	nt	-4
68	CN(C)c1cccc(NC(=O)C(c2ccccc2)c2ccccc2)c1	nt	2
69	COc1cc(-c2nc(-c3cccc(C)c3)no2)cc(OC)c1OC	92	1
70	CCN(Cc1ccccc1)C(c1ccccn1)c1nnnn1C(C)(C)CC (stereo not drawn)	101	0
71	COc1ccc(C(=O)COC(=O)C2CCN(S(=O)(=O)c3ccc4ccccc4c3)CC2)cc1	104	nt
72	O=C1C2C3C=CC(C3)C2C(=O)N1Nc1ccccc1 (stereo not drawn)	nt	-11
73	COc1cc(/C=N/N=C2c3ccccc3-c3ccccc32)cc(OC)c1OC	nt	4
74	CC(=O)OC(OC(C)=O)C12C=CC(O1)C1C(=O)N(c3cccc([N+](=O)[O-])c3)C(=O)C12 (stereo not drawn)	nt	3
75	Cc1ccc(Oc2ccc(N)cc2)cc1	99	8

Full records, looked up by structure.
`Cc1c(N=Cc2ccc3c4c(cccc24)CC3)c(=O)n(-c2ccccc2)n1C` is listed as BAP1 inh: nt; HePTP inh: -1
`COc1ccc(C(CNC(=O)C2CC(=O)N(Cc3ccc(C)cc3)C2)N(C)C)cc1` (stereo not drawn) is listed as BAP1 inh: nt; HePTP inh: -4

(next part)
No.	SMILES	BAP1 inh	HePTP inh
76	O=C(/C=C/c1ccc2c(c1)OCO2)NCCSCc1cccc(Cl)c1	nt	10
77	CCOc1ccc(/C=N/N2CCN(Cc3ccc(Cl)cc3)CC2)cc1OC	nt	4
78	COc1ccc(C2=NN(C(=O)CCC(=O)O)C(c3ccc(Br)cc3)C2)cc1 (stereo not drawn)	nt	-17
79	Cc1ccccc1NC(=O)/C(=C\c1ccccc1Cl)NC(=O)c1ccccc1	nt	-11
80	COC(=O)Cn1c(=O)c2c(nc(Br)n2CC(=O)OC)n(C)c1=O	88	-3
81	CCOC(=O)N1CCC(NC(=O)c2cccc3c2C(=O)N(c2ccc(OC)cc2)C3)CC1	72	47
82	CCOC(=O)CSc1nnc(-c2cccnc2)n1Cc1ccccc1	81	0
83	COC(=O)Nc1nc2ccc(Sc3ccccc3)cc2[nH]1	nt	2
84	C=CCn1c(SCC(N)=O)nnc1-c1ccccc1O	97	5
85	COc1ccc(/C=N/Nc2nnc(-c3ccccc3)c(-c3ccccc3)n2)cc1	nt	4
86	CC(C)(C)c1ccc(-c2conc2N)cc1	85	-5
87	COc1cc2c(cc1OC)[C@@H](c1ccccc1)CN(C)CC2	100	nt
88	Cn1c(SCC(=O)NCCc2ccccc2)nnc1-c1ccncc1	98	0
89	Cc1cc(NC(=O)CSc2nnc(Cc3cccn3C)n2CCc2ccccc2)no1	89	8
90	NO	103	nt
91	CCC(Sc1nc(C)cc(C)n1)C(=O)Nc1nnc(C)s1 (stereo not drawn)	116	nt
92	CCc1[nH]nc2c1C(c1ccncc1)C(C#N)=C(N)O2 (stereo not drawn)	105	14
93	COc1cc2c(=O)c3ccccc3sc2c(OC)c1OC	nt	-18
94	CCOC(=O)C1CCCN(c2nc3ccccc3nc2C(C#N)C(=O)OCCOC)C1 (stereo not drawn)	86	-1
95	COc1cc(Br)c(CNc2cccc(C)c2)cc1OC	nt	-4
96	COCc1nnc(NC(=O)c2ccc(NC(C)=O)cc2)s1	107	-6
97	COc1ccc(S(=O)(=O)N2CCN(Cc3ccc(C)cc3)CC2)cc1	nt	-8
98	O=C(Cn1ncn2c(cc3ccccc32)c1=O)NCCC1=CCCCC1	89	-2
99	Cc1ccc(C(=O)O)cc1N1C(=O)c2ccc(C(=O)c3cccc([N+](=O)[O-])c3)cc2C1=O	nt	6
100	CC1(C)C(=O)Nc2ccccc2N1C(=O)COc1ncnc2ccccc12	111	7

5 entries out of the list above, sorted by the value under HePTP inh, ascending:
No.	SMILES	BAP1 inh	HePTP inh
10	Cc1ccc(NC2=NC(c3ccco3)n3c(nc(C)cc3=O)N2)c(C)c1 (stereo not drawn)	98	-4
9	O=C(CCn1c(=O)oc2ccccc21)N1CCN(c2ccc(F)cc2)CC1	74	-3
70	CCN(Cc1ccccc1)C(c1ccccn1)c1nnnn1C(C)(C)CC (stereo not drawn)	101	0
54	O=C(NCCN1C(=O)CSC1=O)C1CC(=O)N(c2ccccc2)C1 (stereo not drawn)	58	1
32	O=C(Nc1c2c(nn1-c1ccc(F)cc1)CSC2)c1ccc(S(=O)(=O)N2CCOCC2)cc1	60	3

Next part.
No.	SMILES	BAP1 inh	HePTP inh
101	C=CCNC(=S)NNC(=O)c1ccccc1Br	nt	-21
102	O=S1(=O)CCN=C2SC3=C(CCCC3)N21	101	9
103	COC(=O)c1nn2c(C(F)(F)F)cc(-c3ccccc3)nc2c1Br	nt	-4
104	COc1ccc(C2CC(=O)C3=C(C2)Nc2ccccc2NC3c2ccc(O)c([N+](=O)[O-])c2)cc1OC (stereo not drawn)	83	8
105	CCN(CC)C(=O)CSc1nnc([C@H](CCSC)NC(=O)OC(C)(C)C)o1	100	-6
106	O=P(/C(=N/O)Sc1ccccc1)(N1CCOCC1)N1CCOCC1	113	7
107	CCOc1ccc(C2=C/C(=C/c3ccc(Br)o3)C(=O)O2)cc1	nt	4
108	O=[N+]([O-])c1ccc(NCCNS(=O)(=O)c2ccccc2)c(Cl)c1	nt	-3
109	O=C(O)CCCn1c(=O)[nH]c2ccccc2c1=O	97	2
110	O=C(Nc1ccc(Cl)cc1)c1ccc(CN2CCN(c3ccccc3)CC2)cc1	nt	-7
111	COc1ccc(-c2cc(C(=O)NN)c3cc(Br)ccc3n2)cc1	nt	2
112	COC(=O)C1=C(C)N=c2s/c(=C\c3ccc(-c4ccccc4C(=O)O)o3)c(=O)n2C1c1ccccc1 (stereo not drawn)	nt	30
113	CC1=CC(C#N)(C#N)C(C#N)(C#N)C(c2ccccc2)N1 (stereo not drawn)	nt	7

Hits appear at their usual frequency (roughly 0.91% active in at least one column).
